Pol beta inh: qHTS Assay for Inhibitors of DNA Polymerase Beta. P06746. Pol beta primer extension/strand displacement, fluorescence kinetic. Potency, µM (top dose mostly 114 µM), for the others: at the highest dose activity change, negative = inhibition, actives largely listed as inhibitors. hit rate 1.3% among 340,000. AID 485314, 2010; also: potency is read from the fitted curve at half-maximal effect; % is scaled to controls: 0 for no effect and ±100 for the full control effect
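Enzyme-only controls used 10 nM Pol beta; buffer lacking enzyme served as negative control. Compound preincubated 15 min, then 50 nM substrate added; 0 and 10 min reads at room temperature.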
12-LOX inh: Primary qHTS assay for inhibitors of human arachidonate 12S-lipoxygenase (ALOX12): Round 2 | purified 12hLO, xylenol orange hydroperoxide absorbance | hit rate 1.1% among 580,000 | Polyunsaturated fatty acid lipoxygenase ALOX12 (Homo sapiens), P18054 | Potency, µM (doses to about 108 µM), for inactives: top-dose activity change, negative = inhibition, most hits filed as inhibitors | AID 1671190, 2021; also: potency is read from the fitted curve at half-maximal effect; % is scaled to controls: 0 for no effect and ±100 for the full control effect
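Purified human 12hLO (150 nM final) in 25 mM Hepes, 0.01% Triton X-100, pH 7.0 was preincubated 15 min at room temperature with compound. Then 40 uM arachidonic acid was added, 30 min. Hydroperoxide was read by Fe-XO absorbance ratio 573/405 nm.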
Pol iota inh: qHTS for Inhibitors of Polymerase Iota; hit rate 1% among 390,000; DNA polymerase iota (Homo sapiens), Q9UNA4; AID 588590, 2011; Potency, µM (doses to about 115 µM), for inactives: at the highest dose activity, negative = inhibition, actives largely listed as inhibitors; Pol iota fluorescent replication assay, 10 min; also: potency is read from the fitted curve at half-maximal effect
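Pol iota at 10 nM preincubated 15 min with compounds at room temperature; reaction started with fluorescent substrate, 50 nM final. Fluorescence read kinetically at 0 and 10 min; buffer-only wells as negative control.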
TRHR agonist: qHTS for Small Molecule Agonists and Allosteric Enhancers of Human TRH Receptor: Primary Screen for Agonists; TRHR cells, calcium flux fluo-8, FDSS agonist mode; activation, % at 2 µM; hit rate 0.18% among 360,000; in the data active = activation above about 30%; also: 0% is about no effect
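Agonist-mode FDSS calcium read (Ex 480/Em 530, 1 s cycles) in 1536-well TRHR cells with fluo-8 dye, after 10-cycle baseline and 23 nL compound addition; TRH at EC20 (10 nM final) added afterwards for the enhancer phase.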
POLK inh: qHTS for Inhibitors of Polymerase Kappa; hit rate 0.53% among 400,000; AID 588579, 2011; DNA polymerase kappa (Homo sapiens), Q9UBT6; purified Pol kappa, fluorescent DNA synthesis assay, 10 min; Potency, µM (top dose mostly 107 µM), without a hit: at the top dose activity, negative = inhibition, usual class: inhibitors; also: potency is read from the fitted curve at half-maximal effect; % is scaled to controls: 0 for no effect and ±100 for the full control effect
Target sequence (Q9UBT6 whole entry, looked up): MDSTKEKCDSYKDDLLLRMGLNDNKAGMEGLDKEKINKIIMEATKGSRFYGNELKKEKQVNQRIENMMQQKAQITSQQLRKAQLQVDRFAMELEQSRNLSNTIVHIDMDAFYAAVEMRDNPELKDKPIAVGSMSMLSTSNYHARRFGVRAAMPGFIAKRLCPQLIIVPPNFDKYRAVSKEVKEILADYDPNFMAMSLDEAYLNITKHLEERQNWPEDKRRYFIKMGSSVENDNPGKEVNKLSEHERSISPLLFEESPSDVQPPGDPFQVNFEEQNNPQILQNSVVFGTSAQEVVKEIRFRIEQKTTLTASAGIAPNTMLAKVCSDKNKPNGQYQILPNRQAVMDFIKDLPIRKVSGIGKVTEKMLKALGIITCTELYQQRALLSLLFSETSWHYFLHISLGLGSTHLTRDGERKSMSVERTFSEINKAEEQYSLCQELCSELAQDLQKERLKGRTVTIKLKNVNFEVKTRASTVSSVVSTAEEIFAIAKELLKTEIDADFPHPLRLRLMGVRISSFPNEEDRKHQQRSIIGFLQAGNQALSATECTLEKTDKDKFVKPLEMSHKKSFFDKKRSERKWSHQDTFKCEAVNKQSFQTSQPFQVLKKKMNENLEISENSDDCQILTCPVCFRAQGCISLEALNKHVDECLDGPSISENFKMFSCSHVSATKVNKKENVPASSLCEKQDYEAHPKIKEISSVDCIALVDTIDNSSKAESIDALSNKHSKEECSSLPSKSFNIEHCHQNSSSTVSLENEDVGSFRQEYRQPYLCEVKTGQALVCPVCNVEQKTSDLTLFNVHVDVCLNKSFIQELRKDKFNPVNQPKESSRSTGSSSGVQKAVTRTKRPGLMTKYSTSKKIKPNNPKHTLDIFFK
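10 nM Pol kappa preincubated 15 min at room temperature with compounds, then reaction started with substrate at 50 nM final. Fluorescence read kinetically at 0 and 10 min; buffer-only wells served as negative control.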
APEX1 inh: qHTS Assay for Inhibitors of the Human Apurinic/apyrimidinic Endonuclease 1 (APE1); recombinant APE1, TAMRA/BHQ-2 abasic DNA cleavage fluorescence; hit rate 0.35% among 350,000; Potency, µM (top dose mostly 65.8 µM), without a hit: top-dose activity change, negative = inhibition, usual class: inhibitors; AID 2517, 2012;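 also: potency is read from the fitted curve at half-maximal effect; plate controls were vehicle for no effect and reference inhibitor for full effect; nearly all actives have a fitted effect of over 55% in size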
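APE1 at 0.75 nM preincubated 15 min at room temperature with compound. Reaction then started with 50 nM double-stranded THF-abasic substrate labelled with TAMRA/BHQ-2, and 525/598 nm fluorescence read kinetically. Activity taken as third-minus-first read difference, normalized to DMSO and NSC13755 controls.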
Apoferritin bind: qHTS Assay for Identification of Novel General Anesthetics; Ferritin light chain (Equus caballus), P02791; apoferritin/1-aminoanthracene competitive binding, fluorescence; Potency, µM (top dose mostly 77.5 µM), without a hit: at the highest dose activity change, negative = displacement, most hits filed as inhibitors; hit rate 0.074% among 350,000; AID 485281, 2010; also: potency is read from the fitted curve at half-maximal effect; % is scaled to controls: 0 for no effect and ±100 for the full control effect; nearly all actives have a fitted effect of over 20% in size
Target sequence (P02791 2-175 limits assumed): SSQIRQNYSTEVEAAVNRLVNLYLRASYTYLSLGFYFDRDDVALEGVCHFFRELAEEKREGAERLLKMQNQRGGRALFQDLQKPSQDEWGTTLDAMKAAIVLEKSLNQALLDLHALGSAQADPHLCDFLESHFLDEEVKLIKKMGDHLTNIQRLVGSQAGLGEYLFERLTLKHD
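Steps: apoferritin (10 uM) was premixed with half-saturated 1-AMA in PBS, compounds were pin-transferred, plates stood 10 min at room temperature, fluorescence was read at 380/535 nm, and curves were fitted with a Hill equation.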
ERG Ets-DNA blk: qHTS for Small Molecule Inhibitors of the ERG Ets/DNA interaction. Transcriptional regulator ERG (Homo sapiens), P11308. fluorescence polarization, His-ERG Ets domain / labelled DNA. Potency, µM (series often up to 76.9 µM), without a hit: top-dose FP activity, negative = inhibition, most hits filed as inhibitors. hit rate 0.028% among 370,000; active = well fitted inhibition curve with a large enough effect in the polarisation, with a control signal flat; inconclusive = small, poorly fitted or top-dose-only effect, or effect the other way, or a change in a side signal; inactive = no such curve, though single readings can be large or run the other way; the % refers to the polarisation;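 also: polarization taken with two DNA probes labelled with fluorescein and Texas red; potency is read from the fitted curve at half-maximal effect; % of control where 0% means no effect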
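His-tagged ERG Ets domain (1 uM in the protein solution; 300mM KCl, 50mM Tris-HCl, 1mM EDTA, 1mM DTT, pH 7.5) received compound, then a probe mix of 5 nM fluorescein-DNA and 100nM Texas-615-DNA. Fluorescence polarization was read for both dyes.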
BLM helicase inh: qHTS Assay for Inhibitors of Bloom's syndrome helicase (BLM); RecQ-like DNA helicase BLM (Homo sapiens), P54132; recombinant BLM DNA unwinding, fluorescence dequenching; Potency, µM (doses to about 56.1 µM), for inactives: at the top dose activity change, negative = inhibition, usual class: inhibitors; hit rate 0.2% among 350,000; AID 2528, 2010;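 also: potency is read from the fitted curve at half-maximal effect; plate controls were vehicle for no effect and no enzyme for full effect; nearly all actives have a fitted effect of over 35% in size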
* marks the source's active call; other numbers are inactive results; i = inactive; u = inconclusive; x = not tested or not shown; [ ] = dose if it differs, or a comment. Unless noted, calls follow the shape of the dose curve; as a rule, active = well fitted curve in the direction sought with a large enough effect; inconclusive = small, poorly fitted or top-dose-only effect, or another doubt; inactive = no such curve, though single readings can be large; an effect the other way counts as inactive or inconclusive. This is a subset; the hit share may differ from the screen's.

SMILES	Pol beta inh	12-LOX inh	Pol iota inh	TRHR agonist	POLK inh	APEX1 inh	Apoferritin bind	ERG Ets-DNA blk	BLM helicase inh
COC1[C@@H](OC)C[C@H](C)[C@@H](OC)C2=CC(=O)C=C(NC(=O)/C(C)=C/C=C\[C@H](OC)[C@@H](OC(N)=O)/C(C)=C/[C@@H]1C)C2=O (stereo partly drawn)	x	10%[12.5 µM]	x	x	-10%[60.1 µM]	6%	5%	x	0%
N#Cc1c(N2CCOCC2)nsc1-c1ccccc1	-2%	u	0%[58.9 µM]	-2.1	-4%	-3%	3%	-4%	-1%
C/C(=N/Oc1nc(C)cc(C)n1)c1ccc(F)cc1	2%	64%[activator]	14%	-0.4	-7%	-5%	-13%	-5%	1%
C=C1CSc2nc(=O)c3c(C)c(C)sc3n21	1%	25%	59%[activator]	-0.8	-20%	15%	8%	1%	1%
CCOc1ccc(C(=O)NCC(=O)OCC(=O)Nc2nnc(-c3ccccc3)o2)cc1	x	8%	5%	0.0	-5%	9%	x	4%	x
CN1CCCN(C(=O)c2cc(=O)[nH]c3ccccc23)c2nc3ccccc3nc21	-12%	-29%	10%	-1.7	-9%	-3%	-3%	-12%	0%
O=C(CSc1nnc(CNC(=O)c2c(F)cccc2F)o1)Nc1ccc2c(c1)OCO2	-14%	41%[activator]	18%	0.7	-6%	-16%	-18%	-3%	-2%
O=[N+]([O-])c1cc(-c2ccc(/C=N/n3cnnc3)o2)ccc1Cl	-1%	-7%	-24%	0.3	-27%	-21%	-12%	-9%	-3%
COc1ccc(-c2nc3c(c(SCC(=O)Nc4ccccc4F)n2)Cc2cc(C)ccc2O3)cc1	-1%	-10%	27%	-0.7	-5%	x	2%	4%	0%
CCOc1ccc2oc(C(=O)N(CC)CC(=O)Nc3c(F)cccc3F)c(C)c2c1	x	-22%	0%	0.1	-6%	8%	x	9%	x
Cc1cc(C)n(CCCN2C(=O)c3cccc4cccc(c34)C2=O)n1	33%	-3%	-1%	-0.9	-7%	4%	-23%	13%	-7%
CCCCSc1nc2sc3c(c2c(=O)n1-c1ccc(C)cc1)CCN(C)C3	-3%	u	68%[activator]	-0.5	-9%	-19%	u	-2%	-2%
CN1CCN(C2=C(Cl)C(=O)N(c3ccc(Cl)c(Cl)c3)C2=O)CC1	-2%	x	u	-0.2	-14%	-10%	u	-1%	-1%
COC/C=C/C1=CC2=CC(=O)C(C)(OC(=O)c3cnc4ccccc4n3)C(=O)C2=CN1c1ccc(OC)cc1 (stereo not drawn)	x	-18%	u	x	-7%	-6%[12.4 µM]	x	1%	-10%[12.4 µM]
CC(=O)C1=C(O)C(=O)N(Cc2ccccc2)C1c1ccccc1F (stereo not drawn)	15%	-37%	u	-0.3	-6%	-3%	-13%	-4%	-2%
COc1ccc(C(=O)C2CCCN(C(=O)CCc3scnc3C)C2)c(C)c1 (stereo not drawn)	u	4%	-3%	1.6	6%	24%	-4%	10%	28µM*
Cn1c(=O)cc(OCCCC(=O)NCc2cccnc2)c2ccccc21	39%	-14%	77%[activator]	-0.1	-3%	-3%	-6%	3%	-8%
CC(=O)c1ccc(NC(=O)N2CCN(c3cccc(Cl)c3)CC2)cc1	6%	0%	7%	-2.3	-1%	-4%	u	3%	-1%
CNS(=O)(=O)c1cn(CC(=O)Nc2cccc(OC)c2)cc1S(=O)(=O)NC	37%	-3%	9%	0.3	-7%[60.1 µM]	x	-8%	-1%	2%
Cc1ccc2c(c1)N(C(C)C(=O)NCc1ccc3c(c1)OCO3)C(=O)CO2 (stereo not drawn)	5%	-1%	9%	-0.8	-11%	5%	2%	-7%	1%
Nc1cc(S(=O)(=O)N2CCCCC2)ccc1Oc1ccccc1	1%	-5%	-1%	0.7	-8%	-9%	-10%	12%	-10%
CC(=O)c1ccc(C(=O)N2CCCC(C(=O)c3ccc(Cl)cc3)C2)s1 (stereo not drawn)	0%	-1%	23%	0.7	1%	-2%	-8%	-13%	-1%
Cc1ccccc1Cn1cc(NC(=O)COc2ccccc2)cn1	10%	5%	6%	-0.1	-13%	-2%	u	16%	-5%
COC(=O)c1cccc(-n2[nH]nnc2=S)c1	2%	u	0%	0.1	-6%	14%	-10%	4%	-1%
C=CCNC(=O)/C(=C/c1cccc([N+](=O)[O-])c1)NC(=O)c1ccco1	16%	-7%	77%[activator]	-0.5	2%	-1%	-4%	20%	1%
Cc1ccc(C(=O)CSc2ncnc3sc4c(c23)CCCC4)cc1	34%[activator]	11%	11%	-0.3	-7%	-3%	-11%	x	0%
O=C(c1ccc(COc2ccccc2Cl)o1)N1CCOCC1	0%	3%	-7%	-1.9	5%	12%	0%	-9%	-1%
Cc1cc(Cl)ccc1NS(=O)(=O)c1c(C(=O)N2CCCCCC2)c(C)n(C)c1C	18%	2%	8%	-0.2	-19%	x	9%	-7%	0%
CC(C)N1CCN(Cc2ccc(OCc3ccccc3)cc2)CC1CCO (stereo not drawn)	-22%	0%	-27%	5.5	-17%	5%	-19%	-7%	2%
COC(=O)c1cc(NC(=O)Cc2ccccc2[N+](=O)[O-])cc(C(=O)OC)c1	21%	27%	43%[activator]	0.1	-13%	10%	3%	-7%	-4%

Two successive records out of the list so far:
SMILES	Pol beta inh	12-LOX inh	Pol iota inh	TRHR agonist	POLK inh	APEX1 inh	Apoferritin bind	ERG Ets-DNA blk	BLM helicase inh
CNS(=O)(=O)c1cn(CC(=O)Nc2cccc(OC)c2)cc1S(=O)(=O)NC	37%	-3%	9%	0.3	-7%[60.1 µM]	x	-8%	-1%	2%
Cc1ccc2c(c1)N(C(C)C(=O)NCc1ccc3c(c1)OCO3)C(=O)CO2 (stereo not drawn)	5%	-1%	9%	-0.8	-11%	5%	2%	-7%	1%

Quoted from the listing:
TRHR agonist result of Nc1cc(S(=O)(=O)N2CCCCC2)ccc1Oc1ccccc1 is entered as 0.7
12-LOX inh result of Cc1cc(Cl)ccc1NS(=O)(=O)c1c(C(=O)N2CCCCCC2)c(C)n(C)c1C is entered as 2%
POLK inh result of CC(C)N1CCN(Cc2ccc(OCc3ccccc3)cc2)CC1CCO (stereo not drawn) is entered as -17%
Pol iota inh result of COc1ccc(C(=O)C2CCCN(C(=O)CCc3scnc3C)C2)c(C)c1 (stereo not drawn) is entered as -3%
Pol beta inh result of CNS(=O)(=O)c1cn(CC(=O)Nc2cccc(OC)c2)cc1S(=O)(=O)NC is entered as 37%
12-LOX inh result of Cc1ccc(C(=O)CSc2ncnc3sc4c(c23)CCCC4)cc1 is entered as 11%
12-LOX inh result of Cc1ccc2c(c1)N(C(C)C(=O)NCc1ccc3c(c1)OCO3)C(=O)CO2 (stereo not drawn) is entered as -1%

More structures follow.
SMILES	Pol beta inh	12-LOX inh	Pol iota inh	TRHR agonist	POLK inh	APEX1 inh	Apoferritin bind	ERG Ets-DNA blk	BLM helicase inh
COC(=O)c1ccc(NC(=O)c2nc(-c3ccc(Cl)cc3)n3c2CCCCC3)cc1	0%	1%	10%	0.5	-5%	x	-2%	-3%	-4%
CCOC(=O)CC1(NC(=O)C2CCC(=O)N(CCc3ccccc3)C2)CCCCC1 (stereo not drawn)	0%	4%	15%	-0.4	15%	3%	-7%	-5%	0%
O=C(Nc1ncc(Cc2cc(Cl)ccc2Cl)s1)c1ccc([N+](=O)[O-])cc1	44%	16%	3%	x	-18%	4%	u	-3%	-1%
O=C(CC(CC(=O)c1ccccc1)C(=O)O)c1ccccc1	-1%	0%	13%	-0.9	-4%	-4%	-6%	7%	5%
CCN(c1ccccc1)S(=O)(=O)c1cccc(C(=O)NCC2(N(C)C)CCCCC2)c1	x	476%[activator]	-1%	-0.4	-2%	4%	x	-6%	x
Nc1c2c(nc3ccn(-c4ccccc4)c(=O)c13)CCCCC2	10%	i	-4%	0.3	-5%	-6%	-17%	2%	-8%
Cc1cc(C)c(S(=O)(=O)N2CCC(C(=O)OCc3c(C)noc3C)CC2)c(C)c1	x	-9%	10%	0.4	-7%	27%	x	6%	x
COc1ccc(S(=O)(=O)N2CCN(Cc3c[nH]c4ccccc34)CC2)cc1	-2%	u	3%	x	-2%	-4%	-15%	8%	-5%
CC(NCc1ccc(OCc2ccc(Cl)cc2)cc1)C(O)c1ccccc1 (stereo not drawn)	u	u	18%	1.1	-21%	1%	u	2%	4%
CCCCC[C@@H]1C=C(C(=O)O)[C@H](c2ccc(OC)c(OC)c2)N1S(=O)(=O)c1ccc(C)cc1	x	u	8%	x	-10%	2%	x	4%	x
Cc1cs/c(=N\N=C\c2ccc(O)cc2)n1Cc1ccco1	-6%	-28%	-3%	0.2	-17%	-8%	-12%	2%	-9%
O=C(c1cnc2ccc(Cl)cc2c1Cl)N1CCOCC1	23%	u	3%	-0.7	7%	13%	-5%	6%	-2%
COc1ccc(NC(=O)CN(C)C(=O)C(NC(=O)c2ccco2)C(C)C)cc1 (stereo not drawn)	x	-5%	14%	0.0	-5%	2%	x	-16%	x
Cc1ccc(N2CCCn3c2cc(C)c(C#N)c3=O)cc1C	10%	0%	47%	0.0	-14%	1%	-6%	-3%	3%
Cc1ccc(OCCn2cccn2)c(C)c1	3%	2%	13%	-0.2	8%	-3%	-7%	-2%	0%
